Screens deposited in PubChem BioAssay by several laboratories.
TLR4 MyD88 comp: inhibitors of human TLR4-MyD88 binding; HeLa CL3-4 TLR4/MyD88 BLA complementation, FRET ratio; O00206+Q99836; inhibition, % at 8.4 µM; hit rate 0.18% among 200,000; in the data active = inhibition above about 25%;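 note: 0% = vehicle and 100% = reference inhibitor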
Target sequence (O00206 whole entry, looked up): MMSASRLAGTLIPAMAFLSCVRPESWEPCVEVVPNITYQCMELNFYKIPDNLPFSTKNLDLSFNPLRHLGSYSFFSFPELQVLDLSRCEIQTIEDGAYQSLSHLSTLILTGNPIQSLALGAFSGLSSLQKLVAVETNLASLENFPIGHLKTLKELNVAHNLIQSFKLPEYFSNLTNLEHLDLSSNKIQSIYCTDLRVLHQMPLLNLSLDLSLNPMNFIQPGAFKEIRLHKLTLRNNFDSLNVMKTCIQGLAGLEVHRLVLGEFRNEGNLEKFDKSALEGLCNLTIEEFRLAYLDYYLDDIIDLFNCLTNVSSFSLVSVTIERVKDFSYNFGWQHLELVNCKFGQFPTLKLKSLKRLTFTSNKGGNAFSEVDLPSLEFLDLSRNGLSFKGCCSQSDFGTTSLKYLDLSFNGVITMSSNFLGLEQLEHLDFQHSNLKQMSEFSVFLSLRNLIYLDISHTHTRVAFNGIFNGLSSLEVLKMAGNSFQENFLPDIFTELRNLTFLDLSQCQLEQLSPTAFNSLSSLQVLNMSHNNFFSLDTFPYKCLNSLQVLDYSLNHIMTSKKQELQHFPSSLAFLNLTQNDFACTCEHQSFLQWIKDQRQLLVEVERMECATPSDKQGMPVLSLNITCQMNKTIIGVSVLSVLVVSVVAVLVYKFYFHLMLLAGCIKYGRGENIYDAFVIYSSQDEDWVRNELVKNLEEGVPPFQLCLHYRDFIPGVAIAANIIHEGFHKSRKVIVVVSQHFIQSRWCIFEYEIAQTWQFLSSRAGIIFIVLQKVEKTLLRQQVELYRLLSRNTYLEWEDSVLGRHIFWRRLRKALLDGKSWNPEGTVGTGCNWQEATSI
Target sequence (Q99836 whole entry, looked up): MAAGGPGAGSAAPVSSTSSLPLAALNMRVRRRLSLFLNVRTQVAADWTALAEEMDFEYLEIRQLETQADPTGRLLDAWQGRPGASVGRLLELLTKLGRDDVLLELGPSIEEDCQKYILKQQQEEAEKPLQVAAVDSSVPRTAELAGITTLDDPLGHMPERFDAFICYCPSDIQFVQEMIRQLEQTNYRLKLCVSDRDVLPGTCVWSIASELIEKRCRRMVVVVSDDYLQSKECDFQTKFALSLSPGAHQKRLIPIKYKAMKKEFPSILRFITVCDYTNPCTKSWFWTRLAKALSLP
STAT3 inh: STAT3 signaling inhibition. U3A cells, IL-6 STAT3-luciferase reporter, luminescence; host cell line lacks STAT1. inhibition, % at 5.5 µM. hit rate 0.89% among 190,000. AID 862;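 active = inhibition above the mean inhibition across all screened compounds plus 3 SD, cut at about 44% in these data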;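 note: 0% = DMSO only wells and 100% = 100 µM nifuroxazide control wells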
STAT1 blocker: inhibitors of IFN-gamma induced STAT1 signaling | NIH 3T3 STAT1-luciferase reporter, luminescence | inhibition, % at 5.5 µM | hit rate 0.35% among 200,000 | AID 920;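 active = inhibition above a set limit, the mean inhibition across all tested compounds plus 3 SD, cut at about 34% in these data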;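 note: 0% = IFN-gamma with DMSO and 100% = IFN-gamma with 300 µM nifuroxazide; values of inactives mirror those of a sister screen read the other way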
Hsp70 act: switches on Hsp70 transcription; HeLa Hsp70 promoter luciferase reporter, luminescence; scaled: vehicle 0, proteasome-inhibitor control 100%; activation, % at 10 µM; hit rate 0.04% among 200,000; AID 1203;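 active = activation above the mean across all tested compounds plus 3 SD, cutoff set per campaign, cut at about 5.5% in these data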;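 note: 100% = MG132 at 30 µM as the positive control and 0% = DMSO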
APP 5UTR inh: APP translation inhibition; AID 1285; inhibition, % at 2 µM; SH-SY5Y APP 5'UTR-luciferase reporter, luminescence; hit rate 0.82% among 190,000;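 active = inhibition above a set limit, derived from the sample mean plus 3 SD, cut at about 45% in these data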; note: values of inactives mirror those of a sister screen read the other way
STAT3 act: STAT3 signaling activation | U3A cells, IL-6 STAT3-luciferase reporter, luminescence; 100% = signal with IL-6 EC80 alone | activation (% of control), % at 5.6 µM | hit rate 0.91% among 190,000 | AID 871;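 active = activation above the screen-wide mean of compound activation plus 3 SD, cut at about 130% in these data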;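 note: 0% = background luminescence of wells with medium and substrate only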
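Material: STAT1-lacking human U3A cells, STAT3 luciferase reporter | Benchmarks: IL-6-only wells as 100% reference | Probe or stimulus: IL-6 (33 ng/mL) | Timing: Compound 1 h, then IL-6 6 h at 37 °C | Detection: Luminescence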
Diaphorase inh: counter-screen for diaphorase-based assays: diaphorase inhibitors and chemical oxidizers. diaphorase resazurin-to-resorufin fluorescence, NADH, 16 min; bacterial (C. kluyveri) enzyme, not human. inhibition, % at 20 µM. hit rate 0.69% among 190,000. AID 1217;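 active = primary screen inhibition at 20 µM above a set limit, cut at about 50% in these data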;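 note: plate controls were DMSO with full reaction for no effect and wells lacking NADH for full effect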
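Detection: fluorescence of resorufin formed from resazurin, Ex 544/Em 590 nm; test system: Clostridium kluyveri diaphorase enzyme; amount: 0.14 U/mL diaphorase, enzyme working solution; times: 16-min room-temperature incubation before reading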
STAT1 act: activators of IFN-gamma induced STAT1 signaling; NIH 3T3 STAT1-luciferase reporter, luminescence; 100% = IFN-gamma alone, no compound; hit rate 2.6% among 200,000; activation (% of control), % at 5.5 µM;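 active = activation above the screen-wide mean activation plus 3 SD, cut at about 130% in these data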;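 note: raw ratio to IFN-gamma control signal so 100% means no change and 0% no light; values of inactives mirror those of a sister screen read the other way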
Diaph act CS: diaphorase activation or chemical reduction counter-screen; Diaphorase/resazurin coupled assay, resorufin fluorescence, 16 min; hits give high values; 1 = vehicle wells, 0 = NADH-free wells; activation factor at 20 µM; hit rate 0.005% among 190,000;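 active = diaphorase activity raised at least twofold by the compound at 20 µM; inactive = activation factor below 2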
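Test system: Clostridium kluyveri diaphorase, purified enzyme. Buffer or medium: 50 mM HEPES pH 7.4 buffer plus MgCl2 and Tween 20. Also added: 0.114 mM NADH and 0.1 mM resazurin, final amounts. Dosing: compound 20 µM once, DMSO 1%. Schedule: 16 min enzyme reaction, ambient temperature. Detection: fluorescence of resorufin, 544 nm excitation, 590 nm emission.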
G6PDH counter: inhibits Leuconostoc G6PDH, flagging false hits in G6PDH-based assays | Purified L. mesenteroides G6PDH, diaphorase/resazurin coupled fluorescence, 45 min | inhibition, % at 5 µM | hit rate 0.12% among 200,000 | AID 1020; in the data active = inhibition above about 50%
Numbers without * were called inactive; . = no result given.

SMILES	TLR4 MyD88 comp	STAT3 inh	STAT1 blocker	Hsp70 act	APP 5UTR inh	STAT3 act	Diaphorase inh	STAT1 act	Diaph act CS	G6PDH counter
COc1cc(OC)cc(C(=O)NC(=S)NNC(=O)c2cnccn2)c1	0	-2	-3	-0.4	9	100	68*	103	0.3	-16
CCN(CCCNC(=O)CCc1nc(-c2ccc(OC)cc2)no1)c1cccc(C)c1	7	-2	7	0.6	18	102	24	98	0.8	5
O=C(Nc1nccs1)c1ccc(S(=O)(=O)N2CCCCC2)cc1	7	6	-8	-0.2	2	102	14	107	0.9	-7
COCCNC(=O)CNC(=O)c1nn(-c2ccc(OC)c(Cl)c2)c(=O)c2ccccc12	4	11	1	0.1	-12	101	6	99	0.9	-1
CCCc1nnc2n1N=C(c1ccc(OC)c(OC)c1)CS2	-6	-12	20	-0.3	-16	114	30	82	0.7	-4
COC(=O)c1ccc(NC(=O)CSc2nncn2C)cc1	5	-4	-1	0.1	2	107	15	101	0.8	11
COc1ccc(S(=O)(=O)N2CCCCCC2)cc1C(=O)OCc1c(C)noc1C	-8	6	3	-0.2	-2	97	16	97	0.8	-2
C[n+]1ccc(C(=O)N/N=C/c2ccco2)cc1	1	-1	2	-0.3	.	101	3	98	1	4
Cc1ccc(NC(=O)CSc2nnc(-c3ccncc3)o2)cc1C	10	13	0	-0.3	-26	93	16	98	0.8	4
O=C(NNc1nc2cc3c(cc2s1)OCCO3)c1ccc(F)cc1	-4	8	0	0.0	17	94	14	98	0.9	4
COc1cc(/C=N/N2CCN(c3ccccc3OC)CC2)ccc1O	-6	16	-9	-0.2	-6	94	20	109	0.8	-6
O=C(O)c1ccc(NCc2cccnc2)cc1	-12	8	5	0.0	-27	97	11	95	0.9	3
CCC(C)NS(=O)(=O)c1ccc(OCC(=O)NCc2ccc3c(c2)OCO3)cc1 (centres undefined)	-17	8	10	-0.4	4	98	11	91	0.9	-10
Cc1ccc(CN2C(=O)NC(Cc3c[nH]c4ccccc34)C2=O)cc1 (centres undefined)	-14	-5	-4	-0.1	-3	104	-4	104	1	14
CCc1ccc(/C=N/NC(=O)c2cc(C)on2)s1	-16	-1	-10	0.3	6	103	11	109	0.9	4
COc1ccc(CCNC(=O)c2cnc3scc(C)n3c2=O)cc1OC	-3	-12	2	-0.2	-12	114	10	98	0.9	13
COCCn1c(SCC(=O)N2CCCC2)nnc1C(C)C	-6	17	-1	-0.1	-17	89	17	101	0.8	5
Cc1ccc(NS(=O)(=O)c2ccc(Cl)c(NC(=S)NC(=O)C3CCCCC3)c2)cc1Cl	6	-4	4	-0.4	-1	106	15	96	0.8	2
Cc1cccc(C2c3[nH]c4ccccc4c3CCN2C(=O)Cc2nc(-c3ccccc3)n[nH]2)n1 (centres undefined)	-9	-23	1	0.0	4	125	37	98	0.6	17
Cc1cc(N2CCOCC2)ccc1/C=C\[N+](=O)[O-]	14	-9	0	0.1	8	108	12	99	0.9	-1
O=C(c1cccc([N+](=O)[O-])c1)N1CCN(c2ccccn2)CC1	-3	6	-9	0.0	-11	96	8	108	0.9	9
COc1ccc(N2CCN(CC(O)COc3ccc4c(c3)CCC4)CC2)cc1 (centres undefined)	-9	10	-3	-0.5	13	98	8	103	0.9	5
Nc1nc(-c2cccnc2)nc2sc3c(c12)CCCC3	2	6	-67	-0.1	-93	98	28	159*	0.7	32
O=C(COC(=O)C1CC1)Nc1ccc2c(c1)OCO2	5	16	-9	0.5	-10	95	11	107	0.9	4
CCOC(=O)c1[nH]c(C)c(C(=O)NCc2ccc(C)cc2)c1C	-5	0	3	0.0	-2	107	18	97	0.8	13

Next results
SMILES	TLR4 MyD88 comp	STAT3 inh	STAT1 blocker	Hsp70 act	APP 5UTR inh	STAT3 act	Diaphorase inh	STAT1 act	Diaph act CS	G6PDH counter
N=C1C(=O)OCC1c1ccccc1NC(=O)c1ccccc1 (centres undefined)	-8	5	-4	-0.6	8	99	4	104	1	-5
COc1cc(OC)cc(C(=O)N[C@H](C(=O)Nc2nnc(C3CC3)s2)C(C)C)c1	5	0	-4	-0.1	-8	107	14	102	0.9	2
O=C(CNC1CCCCCC1)Nc1ccccc1N1CCCCC1	0	2	-12	-0.1	11	102	21	111	0.8	-1
CCCn1c(SCC(=O)Nc2c(CC)cccc2CC)nnc1C(C)C	0	2	-6	0.3	-16	101	4	106	1	0
COc1ccc(N(CC(=O)NN=C2CCCC2)S(=O)(=O)c2ccccc2)cc1Cl	-4	-3	4	0.4	.	103	-1	97	1	4
O=C(O)c1ccc(Oc2c(C(F)(F)F)oc3cc(O)ccc3c2=O)cc1	-11	1	7	-0.3	2	102	4	92	1	4
C(=C\c1ccccc1)/CN1CCN(Cc2ccc3c(c2)OCCO3)CC1	-17	-3	-11	-0.2	2	102	-1	110	1	4
CCOc1ccc2c(c1)C(c1ccc(C)cc1)=NNC(c1ccc(C)cc1)=N2	-9	0	-37	-0.2	-74	103	0	131*	1	7
CCOC(=O)c1[nH]c2ccc(OC)cc2c1NC(=S)N1CCN(c2ccc(F)cc2)CC1	0	2	-3	-0.4	1	97	22	103	0.8	-25
CCC(Sc1nc(N)cc(=O)[nH]1)C(=O)NC(C(=O)OC)c1ccccc1 (centres undefined)	-22	15	-1	-0.2	-46	89	27	101	0.7	-11
CCOC(=O)C1CCN(S(=O)(=O)c2cccc3nonc23)CC1	6	10	3	-0.4	-7	97	12	99	0.9	0
CC1(C)CC(=O)C(C=NCCN2CCN(C(=S)Nc3ccc(F)cc3)CC2)=C(O)C1	4	-6	12	-0.1	0	108	12	89	0.9	-2
COc1ccc(CCNC(=O)CS(=O)(=O)c2cn(CC(=O)N3CCCC3)c3ccccc23)cc1OC	-1	8	10	-0.2	-5	103	21	91	0.8	14
Cc1ccnc(SCC(=O)n2c3c(c4ccccc42)CC(C)CC3)n1 (centres undefined)	-11	9	1	0.0	1	97	35	99	0.6	4
O=C(NCc1ccccn1)C1CCN(Cc2cnn(-c3ccccc3)c2-n2cccc2)CC1	-11	-3	5	-0.2	-8	107	5	96	1	12
O=C(NCCc1ccccc1F)[C@@H]1CSC2c3ccccc3C(=O)N21 (some centres undefined)	12	5	6	-0.1	4	100	16	95	0.8	14
Cc1csc(CCc2nc(C)cs2)n1	-7	9	-3	-0.1	6	97	4	103	1	3
COCCNC(C(=O)Nc1ccc([N+](=O)[O-])cc1Br)c1ccccc1 (centres undefined)	6	-8	4	-0.4	16	109	6	96	0.9	4
CC(C)=C1SC(N2CCN(c3cccc(C(F)(F)F)c3)CC2)=NC1=O	9	22	-3	-0.1	-16	84	-5	102	1	7
CCOc1cc(/C=N/NC(=O)C(=O)Nc2cc(Cl)ccc2C)ccc1O	9	12	-6	-0.1	0	94	-3	102	1	-2
Nc1nc(COc2ccc(F)cc2Cl)nc(N2CCCCC2)n1	5	13	-2	0.3	-7	92	7	100	0.9	-3
CC(=O)Oc1ccc(N(C(C)=O)S(=O)(=O)c2cccs2)c2ccccc12	-1	-20	-3	0.2	1	113	10	103	0.9	17
Cc1cccc(C)c1NC(=O)N1CCC(n2cnc3ccccc32)CC1	0	-6	1	-0.1	2	107	-4	99	1	-1
CCN(CC)S(=O)(=O)c1cccc(NC(=O)C2SC(=Nc3ccc(C)cc3C)C(C(=O)NC(C)COC)=C2N)c1 (centres undefined)	-12	4	3	0.4	7	100	6	97	0.9	-5
Cc1cc(C)c2c(=O)[nH]c(SCC(=O)NCCc3ccccc3)nc2n1	-8	3	-2	-0.5	-3	101	19	101	0.8	4
Cc1ccc(C(C)C)c(OCC(=O)N2CCOCC2)c1	8	7	3	-0.4	4	98	8	95	0.9	0
Cc1ccc(C(=O)Nc2cc3c(cc2Cl)OCCCO3)cc1	8	-19	-62	0.2	-118	120	16	155*	0.8	5
CC[N+](CC)(CCO)CCCN1C(=O)C2CC=C(Cl)CC2C1=O (centres undefined)	-12	14	-2	-0.5	4	96	0	102	1	5
COc1cccc(COc2cc3ccccc3nc2C)c1	8	80*	15	0.3	-18	39	15	86	0.9	8
CCC(C(=O)NC1CCCC1)N(Cc1cccs1)C(=O)Cn1nnc(-c2ccc(OC)c(OC)c2)n1 (centres undefined)	17	12	11	-0.3	3	93	23	87	0.8	9

A different layout for part of the listing above:
Molecule | TLR4 MyD88 comp | STAT3 inh | STAT1 blocker | Hsp70 act | APP 5UTR inh | STAT3 act | Diaphorase inh | STAT1 act | Diaph act CS | G6PDH counter
N=C1C(=O)OCC1c1ccccc1NC(=O)c1ccccc1 (centres undefined) | -8 | 5 | -4 | -0.6 | 8 | 99 | 4 | 104 | 1 | -5
COc1cc(OC)cc(C(=O)N[C@H](C(=O)Nc2nnc(C3CC3)s2)C(C)C)c1 | 5 | 0 | -4 | -0.1 | -8 | 107 | 14 | 102 | 0.9 | 2
O=C(CNC1CCCCCC1)Nc1ccccc1N1CCCCC1 | 0 | 2 | -12 | -0.1 | 11 | 102 | 21 | 111 | 0.8 | -1
CCCn1c(SCC(=O)Nc2c(CC)cccc2CC)nnc1C(C)C | 0 | 2 | -6 | 0.3 | -16 | 101 | 4 | 106 | 1 | 0
COc1ccc(N(CC(=O)NN=C2CCCC2)S(=O)(=O)c2ccccc2)cc1Cl | -4 | -3 | 4 | 0.4 | . | 103 | -1 | 97 | 1 | 4
O=C(O)c1ccc(Oc2c(C(F)(F)F)oc3cc(O)ccc3c2=O)cc1 | -11 | 1 | 7 | -0.3 | 2 | 102 | 4 | 92 | 1 | 4
C(=C\c1ccccc1)/CN1CCN(Cc2ccc3c(c2)OCCO3)CC1 | -17 | -3 | -11 | -0.2 | 2 | 102 | -1 | 110 | 1 | 4
CCOc1ccc2c(c1)C(c1ccc(C)cc1)=NNC(c1ccc(C)cc1)=N2 | -9 | 0 | -37 | -0.2 | -74 | 103 | 0 | 131* | 1 | 7
CCOC(=O)c1[nH]c2ccc(OC)cc2c1NC(=S)N1CCN(c2ccc(F)cc2)CC1 | 0 | 2 | -3 | -0.4 | 1 | 97 | 22 | 103 | 0.8 | -25
CCC(Sc1nc(N)cc(=O)[nH]1)C(=O)NC(C(=O)OC)c1ccccc1 (centres undefined) | -22 | 15 | -1 | -0.2 | -46 | 89 | 27 | 101 | 0.7 | -11
CCOC(=O)C1CCN(S(=O)(=O)c2cccc3nonc23)CC1 | 6 | 10 | 3 | -0.4 | -7 | 97 | 12 | 99 | 0.9 | 0
CC1(C)CC(=O)C(C=NCCN2CCN(C(=S)Nc3ccc(F)cc3)CC2)=C(O)C1 | 4 | -6 | 12 | -0.1 | 0 | 108 | 12 | 89 | 0.9 | -2
COc1ccc(CCNC(=O)CS(=O)(=O)c2cn(CC(=O)N3CCCC3)c3ccccc23)cc1OC | -1 | 8 | 10 | -0.2 | -5 | 103 | 21 | 91 | 0.8 | 14
Cc1ccnc(SCC(=O)n2c3c(c4ccccc42)CC(C)CC3)n1 (centres undefined) | -11 | 9 | 1 | 0.0 | 1 | 97 | 35 | 99 | 0.6 | 4
